# Screening results as filed in PubChem.
# CXXC DNA block: qHTS Fluorescence Polarization Assay for Inhibitors of MLL CXXC domain - DNA interaction; MLL-CXXC / FITC-HOXA9 DNA fluorescence polarization; Potency, µM (highest dose often 115 µM), for inactives: top-dose activity change, negative = inhibition, most hits filed as inhibitors; actives 0.037% (n = 290,000); active = well fitted inhibition curve with a large enough effect in the polarisation, with a control signal flat, not every such curve was filed as active; inconclusive = small, poorly fitted or top-dose-only effect, or effect the other way, or a change in a side signal; inactive = no such curve, though single readings can be large or run the other way; the % refers to the polarisation
#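 Purified MLL-CXXC (added from a 7 uM solution) was preincubated 5 min at ambient with pinned compounds in 50 mM Tris-HCl pH 7.5, 50 mM NaCl, 1 mM DTT, 0.05% BSA. Fluorescein-labeled HOX-A9 DNA (50 nM solution) followed, 30 min, then polarization read.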
# RORg inh: qHTS for inhibitors of ROR gamma transcriptional activity; Drosophila S2 Gal4-RORgamma UAS-luciferase reporter, 20 h; Potency, µM (series often up to 53.6 µM), without a hit: at the highest dose activity change, negative = inhibition, most hits filed as inhibitors; actives 5.4% (n = 310,000); AID 2551, 2010; Nuclear receptor ROR-gamma (Mus musculus), P51450; also: % is scaled to controls: 0 for no effect and ±100 for the full control effect; nearly all actives have a fitted effect of over 60% in size
# Target sequence (P51450 whole entry, looked up, the tested form may be a part): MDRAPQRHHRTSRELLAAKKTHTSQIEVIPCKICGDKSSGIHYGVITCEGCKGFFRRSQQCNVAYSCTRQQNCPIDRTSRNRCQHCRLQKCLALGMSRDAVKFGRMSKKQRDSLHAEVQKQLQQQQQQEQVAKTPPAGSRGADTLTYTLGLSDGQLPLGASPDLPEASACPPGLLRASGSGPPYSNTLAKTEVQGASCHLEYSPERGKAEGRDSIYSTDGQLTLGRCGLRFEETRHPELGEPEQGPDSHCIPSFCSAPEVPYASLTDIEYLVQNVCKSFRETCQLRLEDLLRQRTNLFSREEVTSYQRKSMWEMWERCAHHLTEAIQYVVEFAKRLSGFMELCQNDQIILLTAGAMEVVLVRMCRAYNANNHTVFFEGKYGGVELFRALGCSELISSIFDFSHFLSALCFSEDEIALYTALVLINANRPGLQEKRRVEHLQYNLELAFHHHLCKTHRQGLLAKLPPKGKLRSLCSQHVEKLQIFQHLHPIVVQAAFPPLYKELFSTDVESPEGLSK
#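 Using a luciferase readout, inhibitors were identified by reduced reporter activity in Drosophila cells coexpressing a copper-inducible Gal4–ROR gamma fusion and UAS-driven Photinus luciferase, incubated 20 hr after 700 uM copper sulfate.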
# VP16 counter: VP16 counterscreen qHTS for inhibitors of ROR gamma transcriptional activity; Drosophila S2 Gal4-VP16 UAS-luciferase, luminescence, 20 h; Potency, µM (highest dose often 53.6 µM), without a hit: at the top dose activity, negative = inhibition, hits mostly inhibitors; actives 3.5% (n = 310,000); AID 2546, 2010;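 also: Gal4-VP16 expression switched on by copper sulfate through the metallothionein promoter; % is scaled to controls: 0 for no effect and ±100 for the full control effect; nearly all actives have a fitted effect of over 50% in size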
# BRCA1 expr up: qHTS Assay to Identify Small Molecule Activators of BRCA1 Expression. MCF7-BRCA1-FFLuc reporter, luminescence, 48 h; response scale: scaled: vehicle 0%, 10 µM genistein 100%. Potency, µM (series often up to 46.1 µM), without a hit: top-dose activation, hits mostly activators. actives 1.1% (n = 380,000); also: nearly all actives have a fitted effect of over 80% in size; some results filed as inactive show a strong effect at the top dose
#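 Luminescence from a BRCA1-driven firefly luciferase in MCF7 cells was read after 48 h compound exposure at 37 C. Data normalized against DMSO and a 10microM genistein activation control, then curve-fitted across the titration.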
# ELG1 genotox: qHTS screen for small molecules that induce genotoxicity in human embryonic kidney (HEK293T) cells expressing luciferase-tagged ELG1. Potency, µM (series often up to 46 µM), for inactives: at the highest dose activity change, positive = activation, actives largely listed as activators. HEK293T ELG1-luciferase reporter, luminescence, 16 h. AID 504466, 2011. actives 1.3% (n = 330,000); also: % of control where 0% means no effect; nearly all actives have a fitted effect of over 60% in size
#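 16 hr compound incubation (37 °C, 5% CO2) of HEK293T cells carrying luciferase-tagged ELG1; luciferase then measured by ONE-Glo luminescence after 30 min at RT.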
# MBNL1 CUG block: qHTS Assay for Inhibitors of MBNL1-poly(CUG) RNA binding | Muscleblind-like protein 1 (Homo sapiens), Q9NR56 | TR-FRET MBNL1-His/biotin-(CUG)12 binding, 665/545 ratio | Potency, µM (titrated, usually from 57.5 µM), without a hit: at the highest dose activity change, negative = inhibition, actives largely listed as inhibitors | actives 0.036% (n = 280,000) | AID 2675, 2010; active = well fitted inhibition curve with a large enough effect in the signal ratio, with a control signal flat, not every such curve was filed as active; inconclusive = small, poorly fitted or top-dose-only effect, or effect the other way, or a change in a side signal; inactive = no such curve, though single readings can be large or run the other way; the % refers to the signal ratio; also: % is scaled to controls: 0 for no effect and ±100 for the full control effect
# Target sequence (Q9NR56 whole entry, looked up): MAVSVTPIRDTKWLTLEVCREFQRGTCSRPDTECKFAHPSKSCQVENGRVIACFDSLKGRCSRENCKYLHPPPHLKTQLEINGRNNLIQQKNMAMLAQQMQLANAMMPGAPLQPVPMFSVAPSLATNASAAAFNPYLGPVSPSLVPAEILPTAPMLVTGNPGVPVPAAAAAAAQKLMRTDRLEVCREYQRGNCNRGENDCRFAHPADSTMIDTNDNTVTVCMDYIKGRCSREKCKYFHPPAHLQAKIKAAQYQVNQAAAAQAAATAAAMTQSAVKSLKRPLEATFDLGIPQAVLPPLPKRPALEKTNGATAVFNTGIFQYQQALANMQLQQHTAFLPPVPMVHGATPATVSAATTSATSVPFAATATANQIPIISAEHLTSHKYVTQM
#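 MBNL1-His + Biotin-(CUG)12, cpd titration 92 nM–58 uM; Tb anti-His Ab 0.055 ng/ul, SA-XL665 5 nM (final); 60 min RT; ratiometric 665/545 nm, Ex 340 nm; normalized to buffer and full-complex controls.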
# NPC1 prom act: qHTS Assay for NPC1 Promoter Activators; Huh7 NPC1 promoter luciferase reporter, 24 h; Potency, µM (doses to about 9.22 µM), for inactives: at the highest dose activation, hits mostly activators; actives 2.4% (n = 320,000); AID 485313, 2010;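 also: % of control where 0% means no effect; nearly all actives have a fitted effect of over 60% in size; reporter is driven by a mutant NPC1 promoter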
#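 Cells: Huh7 expressing luciferase under the NPC1 promoter, 1500/well. Seeded 2 h, compound added, incubated 24 h at 37 °C. Luciferase reagent, 10 min ambient, then luminescence.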
# FLuc modulator: qHTS profiling assay for firefly luciferase inhibitor/activator using purifed enzyme and Km concentrations of substrates (counterscreen for miR-21 project); Luciferin 4-monooxygenase (Photinus pyralis), P08659; purified FLuc, Km substrates, luminescence inhibition; Potency, µM (top dose mostly 57.5 µM), without a hit: at the highest dose activity change, negative = inhibition, most hits filed as inhibitors; actives 6.9% (n = 360,000); AID 588342, 2011;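 also: plate controls were vehicle for no effect and reference inhibitor for full effect; nearly all actives have a fitted effect of over 55% in size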
#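 Purified P. pyralis luciferase (10nM final) with 10uM D-luciferin and 10uM ATP (Km levels) in 50mM Tris acetate pH 7.5, 10mM Mg acetate, 0.01% Tween-20, 0.05% BSA; qHTS 6-point titration, ~60 µM downward; luminescence read.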
# uPA generation: qHTS for Inhibitors of Cell Surface uPA Generation; cell surface uPA generation assay, qHTS; Potency, µM (doses to about 38.3 µM), without a hit: at the top dose activity change, negative = inhibition, hits mostly inhibitors; actives 0.31% (n = 330,000); active = well fitted inhibition curve with a large enough effect; inconclusive = small, poorly fitted or top-dose-only effect; inactive = no such curve, though single readings can be large or run the other way; tested in mouse RAW 264.7 cells; also: % is scaled to controls: 0 for no effect and ±100 for the full control effect; nearly all actives have a fitted effect of over 55% in size
# p53 reactivator: qHTS assay for re-activators of p53 using a Luc reporter | actives 0.063% (n = 320,000) | H1299 p53-A138V BP100-luciferase reporter, luminescence, 24 h | Potency, µM (titrated, usually from 92.2 µM), without a hit: at the highest dose activity change, positive = activation, actives largely listed as activators; also: % of control where 0% means no effect; nearly all actives have a fitted effect of over 45% in size
#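 H1299 (p53-null), stable ts p53-A138V + BP100-Luc; 1000 cells/well, Opti-MEM/10% FBS; cpd 4 pt, 1:5; 24 h, 37 deg C, 5% CO2; detection reagent 10 min RT; luminescence.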
# Rab9 promoter act: qHTS Assay for Rab9 Promoter Activators; Huh7 Rab9 promoter-luciferase reporter, luminescence, 24 h; Potency, µM (series often up to 9.22 µM), for the others: top-dose activation, negative = inhibition, most hits filed as activators; actives 2.8% (n = 320,000); also: % of control where 0% means no effect; nearly all actives have a fitted effect of over 60% in size
#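 Luminescence from Amplite-detected luciferase (10 minutes, ambient) reports Rab9 promoter activation. Before that, stable Rab9-luciferase Huh7 cells (1500/well, reduced-serum OP-MEM I plus 10% FBS) were exposed to compound for 24 hours at 37C.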
# * marks the source's active call; other numbers are inactive results; ? = inconclusive; . = not tested or not shown; [ ] = another dose, or the depositor's remark. Unless noted, calls follow the shape of the dose curve; as a rule, active = well fitted curve in the direction sought with a large enough effect; inconclusive = small, poorly fitted or top-dose-only effect, or another doubt; inactive = no such curve, though single readings can be large; an effect the other way counts as inactive or inconclusive. Potency is read from the fitted curve at half-maximal effect.
SMILES,CXXC DNA block,RORg inh,VP16 counter,BRCA1 expr up,ELG1 genotox,MBNL1 CUG block,NPC1 prom act,FLuc modulator,uPA generation,p53 reactivator,Rab9 promoter act
CC(C)CN1C(=S)SC(C)(C)C1n1oc(=O)n(-c2ccccc2)c1=O (configuration not stated),6%,-6%,2%,1%,-3%,-4%,-7%,-1%,0%,3%,-4%
O=C(COC(=O)/C=C/c1cccc(Cl)c1)NC1CC1,.,.,.,1%,0%,.,-4%,5%,-18%,8%,2%
CSc1ccc(Cl)c(C(=O)NCc2ccco2)c1,-9%,7%,-1%,-3%,6%,-9%,0%,-6%,-5%,2%,1%
Cc1ccc(CNC(=O)C(=O)NCC2CCCO2)cc1 (configuration not stated),9%,-8%,-6%,-4%,1%,-9%,-8%,1%,11%,?,2%
O=C(Nc1ccc(Br)cc1)N1CCCCCC1,1%,11%,3%,0%,?,-3%,?,11µM*,-11%,27%,2.2µM*
COc1ccc(C(=O)c2coc3ccc(O)c(CN(C)C)c23)cc1,-1%,-9%,3%,3%,-4%,-9%,-2%,-1%,8%,?,-1%
N#Cc1c(Cl)nc2c(c1C#N)CCCC2,1%,-23%,3%,-17%,1%,?,2%,-2%,-4%,3%,-6%
Cn1cc([N+](=O)[O-])c(C(=O)Nc2cnn(Cc3ccc(F)cc3)c2)n1,0%,40%,-12%,0%,-3%,?,6%,-2%,5%,-32%[inhibitor],-1%
N#C/C(=N\O)c1nc2ccccc2s1,-7%,17%,10%,4%,-2%,-7%,-4%,?,28%,3%,4%
Cc1ccc2cc(CN(Cc3ccco3)C(=S)NCC3CCCO3)c(=O)[nH]c2c1 (configuration not stated),0%,27%,-11%,0%,-6%,4%,-3%,5%,-1%,-3%,-20%
COc1ccc(NC(=O)c2cn(CCC#N)nc2-c2cc3ccccc3o2)cc1,32%[activator],-38%,?,-12%,7%,0%,-1%,-1%,-10%,2%,-16%
COc1ccc(OCc2cc(C(=O)N3C[C@H]4CC[C@H]3C4)no2)c(Cl)c1,2%,?,29%,36%,?,2%,?,?,3%,-1%,?
COc1ccccc1CN1CC(C(=O)N(C)CCCn2nc(C)cc2C)CCC1=O (configuration not stated),-6%,-5%,5%,9%,2%,2%,2%,5%,-1%,4%,13%
CC(C(=O)c1ccc(-c2ccccc2)cc1)[n+]1ccccc1 (configuration not stated),-8%,?,-6%,-49%,2%,-2%,-21%,2%,-17%,-12%,-16%
COC(=O)c1ccc(/C=N/n2cnnc2)cc1,6%,0%,8%,-1%,-1%,28%,3%,-1%,7%,-3%,8%
COc1cc(Cl)cc(NC(=O)CCN2CCN(C)CC2)c1,-4%,-14%,-4%,2%,-6%,1%,13%,0%,2%,2%,13%
Cc1cc(=O)oc2cc(OCC(=O)c3ccc4c(c3)NC(=O)CO4)ccc12,40%[activator],2%,8%,-34%,4%,.,-7%,-3%,-1%,6%,-5%
CCCCNC(=S)N1CCn2cccc2C1c1ccccc1 (configuration not stated),6%,-38%,9%,-4%,-11%,1%,-6%,-7%,0%,0%,3%
O=C(N/N=C/c1sc2ccccc2c1O)c1cccc2ccccc12,-9%,1.8µM*,4.5µM*,-76%,11%,7%,-21%,17µM*,-16%,?,-13%
CCCNC(=O)c1nnsc1S(=O)c1ccc(Cl)cc1 (configuration not stated),0%,1.1µM*,4µM*,-24%,2%,-8%,-3%,?,-17%,-19%,-1%
CCc1c(C)nc(SCc2ccccn2)[nH]c1=O,-8%,13%,22%,3%,?,-5%,0%,?,-14%,?,10%
C=CCn1c(=O)c2ccccc2n2c(SCC(=O)NC(C)C)nnc12,6%,2%,2%,-4%,3%,-5%,2%,-2%,8%,-1%,1%
CCN(CCC#N)c1ccc(N2C(=O)CCCC2=O)cc1[N+](=O)[O-],9%,0%,-1%,-3%,0%,22%,-2%,-1%,-1%,3%,3%
Cc1nn(Cc2cccc3ccccc23)c(C)c1NC(=O)c1cccnc1,15%,15%,9%,1%,-2%,2%,-9%,3%,5%,-2%,-3%
COc1ccc(CC(=O)N/N=C(\C)c2cccc(NC(=O)C3CC3)c2)cc1,0%,.,.,-18%,-1%,-4%,-4%,-4%,-3%,.,-4%
CCn1c(Cc2cccs2)nnc1SCC(=O)Nc1ccc(OC)c(OC)c1,0%,-12%,4%,-6%,-6%,5%,-3%,5%,1%,0%,3%
COc1cc(C(C)=O)ccc1OCC(O)CN1CCN(c2cc(C)cc(C)c2)CC1 (configuration not stated),1%,17%,7%,-25%,-8%,-12%,-4%,2%,-29%,-2%,-6%
COCCNc1cnn(-c2ccccc2)c(=O)c1Cl,1%,6%,-7%,51%,3%,4%,16%,-18%,7%,10%,16%
CN(C)CCN(Cc1cc2cc3c(cc2[nH]c1=O)OCO3)C(=S)NCc1ccco1,-2%,-5%,-12%,1%,3%,-2%,-4%,1%,-3%,-2%,-17%
COc1ccc(CNCc2cc(OC)ccc2OC)cc1,3%,9%,-1%,-2%,-9%,-5%,2%,1%,-12%,10%,-1%
CCC(C)C(NC(=O)C1CCC(C)CC1)C(=O)NC(CCSC)C(=O)OC (configuration not stated),2%,23%,9%,-4%,1%,-4%,0%,0%,16%,3%,-3%
CC(C)C(O)P(=O)(OCc1ccccc1)c1ccc(N(C)C)cc1 (configuration not stated),0%,4%,2%,-2%,1%,6%,-2%,0%,2%,0%,3%
COc1ccc(/C=C/C(=O)OCC(=O)Nc2cc(C(N)=O)cc(C(N)=O)c2)cc1,?,-6%,-6%,-2%,2%,?,-3%,?,2%,-1%,0%
Cc1ccccc1C(=O)Nc1cc(C(F)(F)F)ccc1-n1cncn1,.,.,.,-11%,3%,.,-12%,.,-10%,8%,3%
CCCc1cc(N2CCCC(C(=O)Nc3ccc(OC)cc3OC)C2)n2ncnc2n1 (configuration not stated),-4%,-7%,0%,-42%,-7%,-5%,-1%,1%,.,-4%,-4%
O=C(NCCCn1ccnc1)c1ccc(S(=O)(=O)N2CCOCC2)cc1,-6%,-8%,9%,1%,0%,-4%,1%,0%,1%,-1%,-2%
CN1CCN(c2nc3c(c(=O)n(C)c(=O)n3C)n2Cc2ccc(F)cc2)CC1,20%,-9%,4%,7%,-5%,-5%,-2%,-3%,-26%,?,-1%
Oc1ccc(Cl)cc1C1=NCCNC(C(F)(F)C(F)F)=C1,8%,-14%,2%,11%,-19%,19%,-2%,-1%,5%,-9%,-3%
COc1cccc(CNC(=O)C2CCCN(c3cnccn3)C2)c1 (configuration not stated),40%[activator],6%,6%,1%,-1%,-2%,-2%,-2%,-5%,-10%,-1%
Cc1ccc(C)c(-c2cc(C(=O)NNC(=S)NCC(C)C)c3ccccc3n2)c1,0%,1.1µM*,?,-51%,-3%,38%[activator],-3%,?,1%,-22%,-4%
CN1CCN(C(=O)c2cc(Cl)ccc2NC(=O)c2ccc(Cl)cc2Cl)CC1,10%,3%,0%,-9%,0%,-4%,-2%,1%,-3%,4%,3%

# Part of the list above, with tabs.
molecule	CXXC DNA block	RORg inh	VP16 counter	BRCA1 expr up	ELG1 genotox	MBNL1 CUG block	NPC1 prom act	FLuc modulator	uPA generation	p53 reactivator	Rab9 promoter act
Cc1ccc(C)c(-c2cc(C(=O)NNC(=S)NCC(C)C)c3ccccc3n2)c1	0%	1.1µM*	?	-51%	-3%	38%[activator]	-3%	?	1%	-22%	-4%
CN1CCN(C(=O)c2cc(Cl)ccc2NC(=O)c2ccc(Cl)cc2Cl)CC1	10%	3%	0%	-9%	0%	-4%	-2%	1%	-3%	4%	3%

# The list is partial, so the mix of outcomes need not match the whole.
